UDG counterscr: blocks uracil-DNA glycosylase in AID counter-screen; FRET deamination/UDG coupled assay, UDG read, 4 h; Potency, µM (titrated, usually from 115 µM), for the others: at the top dose activity change, negative = inhibition, hits mostly inhibitors; 0.14% of 91,000 active; also: nearly all actives have a fitted effect of over 65% in size
AID inhibitor: inhibitors of human activation induced cytidine deaminase; Q9GZX7; AID deamination FRET fluorescence, UDG-coupled, 4 h; Potency, µM (doses to about 115 µM), without a hit: at the top dose activity change, negative = inhibition, usual class: inhibitors; 0.32% of 91,000 active; AID 1347428; also: nearly all actives have a fitted effect of over 25% in size
Target sequence (Q9GZX7 whole entry, looked up): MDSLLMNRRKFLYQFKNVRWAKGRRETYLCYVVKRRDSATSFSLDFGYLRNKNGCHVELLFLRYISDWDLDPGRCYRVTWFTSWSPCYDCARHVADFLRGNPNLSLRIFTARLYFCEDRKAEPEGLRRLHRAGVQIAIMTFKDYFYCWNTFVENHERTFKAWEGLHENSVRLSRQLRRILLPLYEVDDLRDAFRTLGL
Active calls of the source: *; ? = inconclusive; [ ] = another dose, or the depositor's remark. Calls follow the shape of the dose curve; as a rule, active = well fitted curve in the direction sought with a large enough effect; inconclusive = small, poorly fitted or top-dose-only effect, or another doubt; inactive = no such curve, though single readings can be large; an effect the other way counts as inactive or inconclusive. % is scaled to controls: 0 for no effect and ±100 for the full control effect; potency is read from the fitted curve at half-maximal effect. A portion of the library, so the mix of outcomes need not match the whole.

SMILES	UDG counterscr	AID inhibitor
C=CCNCc1ccc(-c2cccc(C(F)(F)F)c2)o1	3%	-6%
CC(Cc1ccco1)NC(=O)c1ccc(Cl)c(S(C)(=O)=O)c1 (configuration not stated)	0%	-4%
Cc1csc(CNC(=O)c2cccnc2)n1	7%	23%
COC(=O)C(C)Oc1ccc2c(=O)c(-c3ccc(Br)cc3)c(C)oc2c1 (configuration not stated)	-2%	-9%
COc1cccc(CNC(=O)c2ccc(-n3c(C)cc4c3CCCC4)cc2)c1	-11%	?
COc1ccc(C2C=C(c3ccc(F)cc3)Nc3nc(-c4ccc(Cl)cc4)nn32)cc1 (configuration not stated)	1%	90%[activator]
COCCN1CCc2nc(SCC(=O)Nc3ccc(Br)cc3)[nH]c(=O)c2C1	-7%	12%
CC1(C)CC(NC(=O)CCC2CCCCC2)CC(C)(CNC(=O)CCC2CCCCC2)C1 (configuration not stated)	2%	9%
CN(C)S(=O)(=O)c1ccc(CN)s1	-1%	-5%
CCCn1c2ccccc2c2cnn(CC(=O)N(CCCOC(C)C)Cc3ccco3)c(=O)c21	-9%[57.5 µM]	?
COc1cccc(-c2cc(C(F)(F)F)nc(NCc3ccc(F)cc3)n2)c1	-16%	?
CCN(CC)c1ccc(C2Nc3ccccc3-c3cc(C)nn32)cc1 (configuration not stated)	-14%	?
CCN(Cc1ccccc1)S(=O)(=O)c1ccc(N2CCCCS2(=O)=O)cc1	3%	-18%
CC(C)COc1ccc(C2=NC(c3ccncc3)=Nc3ccc(F)cc3N2)cc1	-15%	-7%
CCC(CC)NC(=O)c1cccc(Cl)c1	-3%	-5%
Cc1ccccc1S(=O)(=O)Cc1ccc(C(=O)NC2CCC(C)CC2)o1 (configuration not stated)	-5%	10%
Cc1ccc(S(=O)(=O)N2CCC(C(=O)Nc3nc4c(s3)CCCC4)CC2)cc1C	7%	-4%
CCC(C)NC(=O)C(C)NC(=O)NCCNC(=O)C1CC1 (configuration not stated)	-1%	-1%
CN(C)c1ccc(NC(=O)c2ccc[n+]([O-])c2)cn1	0%	30%
CC(=O)N1CCOc2cc(S(=O)(=O)NCc3ccc(C)cc3)c(Cl)cc21	3%	18%
Cc1ccc(C23CC4CC(CC(CN)(C4)C2)C3)cc1C	-7%	-11%
O=C(CCCN1C(=O)c2cccnc2Oc2ccc(Cl)cc21)NCc1ccccc1F	-9%	-25%
Cc1cc(N2CCN(C)CC2)nc2ccc(NC(=O)Nc3cccc(Cl)c3)cc12	19%	-7%
COc1cccc(-n2cc(C(=O)Nc3ccccc3C(N)=O)c3ccccc3c2=O)c1	1%	-18%

Already shown: entries from further up.
SMILES	UDG counterscr	AID inhibitor
Cc1ccc(S(=O)(=O)N2CCC(C(=O)Nc3nc4c(s3)CCCC4)CC2)cc1C	7%	-4%
CCC(C)NC(=O)C(C)NC(=O)NCCNC(=O)C1CC1 (configuration not stated)	-1%	-1%
CN(C)c1ccc(NC(=O)c2ccc[n+]([O-])c2)cn1	0%	30%
CC(=O)N1CCOc2cc(S(=O)(=O)NCc3ccc(C)cc3)c(Cl)cc21	3%	18%
Cc1ccc(C23CC4CC(CC(CN)(C4)C2)C3)cc1C	-7%	-11%
O=C(CCCN1C(=O)c2cccnc2Oc2ccc(Cl)cc21)NCc1ccccc1F	-9%	-25%

(listing goes on)
SMILES	UDG counterscr	AID inhibitor
CCn1c(CNC(=O)c2ccc(OC)cc2)nnc1SCC(=O)Nc1ccccc1	-9%	5%
CC(C)n1cnc(I)c1I	2%	1%
Cn1cc(C(=O)NC2CCS(=O)(=O)C2)c2ccccc21 (configuration not stated)	5%	1%
Cc1ccc(C)c(Cn2c(=O)cc(C(F)(F)F)c3c(C)nn(C)c32)c1	4%	-7%
Fc1cccc(OCc2cc(-c3ccccc3)on2)c1	-7%	-7%
COc1cccc(/C=C/c2nc(C#N)c(NCCc3ccccc3)o2)c1	1%[57.5 µM]	-1%
CCOC(=O)c1c(C)[nH]c(C)c1S(=O)(=O)NCC(=O)NCc1ccc(C)cc1	-9%	8%
Cc1cc(C)n(-c2nc3ccccc3nc2Nc2ccc(F)c(F)c2)n1	-8%	-5%
Cc1sc(NC(=O)COc2ccc(C(C)(C)C)cc2)c(C(=O)OC(C)C)c1C	-16%	?
Cc1ccccc1Nc1c(-c2ccc(N3CCOCC3)cc2)nc2ccc(Br)cn12	1%	-2%
CCCOc1ccc(/C=C(/C#N)c2nc3ccccc3[nH]2)cc1OCC	-5%	-14%
CCc1nn(CC(=O)NCc2cccc(OC)c2)c(=O)c2cc3cc(F)ccc3n12	42%[activator]	12%

Full records as entered above. Order of values: UDG counterscr | AID inhibitor
Cn1cc(C(=O)NC2CCS(=O)(=O)C2)c2ccccc21 (configuration not stated) across the screens: 5% | 1%
CCn1c(CNC(=O)c2ccc(OC)cc2)nnc1SCC(=O)Nc1ccccc1 across the screens: -9% | 5%

Continued:
SMILES	UDG counterscr	AID inhibitor
O=C(O)CNS(=O)(=O)c1c(F)cccc1F	6%	-8%
O=C(O)CNS(=O)(=O)c1cccnc1	-7%	3%
O=C1CCCC2=C1C(c1ccccc1Cl)CC(=O)N2c1ccccc1F (configuration not stated)	-2%	?
Clc1cccc(CNCCN2CCCC2)c1	-5%	-3%
COc1cccc(CNS(=O)(=O)c2ccc3c(c2)CCN3C(=O)C2CCC2)c1	-2%	-5%
O=C(CSc1nnnn1C1CCCC1)N1CCN(S(=O)(=O)c2ccc3ccccc3c2)CC1	-5%	-11%
COc1cccc(OC(=O)CSc2nnc(-c3ccccc3OC)o2)c1	?	1%
CCc1ccccc1Nc1nn2c(=O)c3ccc(C(=O)Nc4ccc(OC)cc4)cc3nc2s1	-12%	-30%
Cc1ccc(CNC(=O)NCC(=O)N(C)Cc2ccccc2)cc1	1%	0%
CC(C)c1ccc(NC(=O)Cn2c3ncccc3c(=O)n2-c2ccccc2)cc1	-4%	2%
Cc1ccccc1Nc1nc(N)nc(CSc2nnc(C3CC3)n2C)n1	0%	-2%
COc1cccc(CNC(=O)c2cc3cc(C)ccc3n2C)c1	0%	-5%
COc1ccc(C)cc1N(C)C(=O)c1c(C)oc2ncnc(N3CCOCC3)c12	-2%	11%
COCCN(CCOC)Cc1cccc2ccccc12	2%	1%
CCC(C)NC(=O)CN1C(=O)c2cccnc2Oc2ccc(C)cc21 (configuration not stated)	0%	-5%
O=Cc1cccn1-c1cccc(Br)c1	4%	-9%
CC(=O)c1ccc(NC(=O)C2CCN(c3nnc(C)c4c(C)n(-c5ccccc5)nc34)CC2)cc1	43%[activator]	?
Cc1ccsc1/C=N/N(Cc1ccccc1)c1ccccc1	-10%	-12%
OC(Cc1c[nH]c2ccccc12)(c1ccccc1)c1ccccc1	-6%	-12%
CCc1ccc(CNC(=O)CN2C(=O)CCn3nc(-c4cn(C)c5ccccc45)cc32)cc1	7%	17%
CCOCCCn1c(=N)c(C(=O)NCC2CCCO2)cc2c(=O)n3cccc(C)c3nc21 (configuration not stated)	-1%	53%[activator]
COC(=O)CCC1CCCCC12OCCO2 (configuration not stated)	3%	-6%
CCOC(=O)c1[nH]c2c(c1Cc1ccccc1C)C(=O)CC(c1ccccc1)C2 (configuration not stated)	-2%	-16%
COc1ccc(-n2c(=O)c3ccccc3n(Cc3cccc(C)c3)c2=O)cc1	9%	2%
O=C(Nc1ccc(F)c(C(F)(F)F)c1)c1ccccc1-c1ccccc1	-13%	-15%
Cc1ccc(-n2cccc2C=O)cc1Cl	-7%	-12%
Cc1ccc(/C=C/c2cc(C(=O)O)c3ccccc3n2)c(C)c1	6%	0%
CCOC(=O)C1=C(Nc2ccccc2)O/C(=C/c2ccc(F)cc2)C1=O	1%	-7%
CCN(CC)C(=S)SC(c1ccc2ccccc2c1[N+](=O)[O-])S(=O)(=O)c1ccc(C)cc1 (configuration not stated)	-11%	50%[activator]
CCC(C)NC(=O)Cn1ccc2cc(S(=O)(=O)N3CCCCCC3)ccc21 (configuration not stated)	-14%[57.5 µM]	0%
Cc1cccc(C(=O)Oc2ccc(C)c(C)c2)c1	10%	3%
O=C(NC1CCCC1)C1CC=CCC1c1nc2ccccc2s1 (configuration not stated)	-7%	-6%
COc1ccccc1NC(=O)Cn1c(C)cc(C)c(C#N)c1=O	-3%	8%
COCc1oc2ccc(NS(=O)(=O)c3ccc(C)cc3)cc2c1C(=O)OC	-3%	2%
Cc1cc(=O)oc2cc(OCC(=O)NCCCN3CCCC3=O)ccc12	1%	3%
Cc1ccc(S(=O)(=O)CC(=O)Nc2nc3c(C)cc(C)cc3s2)cc1	3%	-15%
Cc1ccc(NC(=O)c2ccc3ccccc3n2)cc1Cl	-6%	-4%
CC(C)(C)c1ccc(/C=N/OCC(=O)Nc2ccc(SC(F)F)cc2)cc1	-6%	-11%
CN(Cc1ccsc1)C(=O)/C=C/c1cccc2ccccc12	-7%	-23%
COc1ccc(S(=O)(=O)NC(C)C)cc1-n1cnnn1	-1%	0%
CC(C)N(CCNC(=O)c1nn(Cc2ccccc2)c(=O)c2ccccc12)C(C)C	-4%	-7%
Cc1cccc2cc(CN(CC(C)C)C(=O)c3ccccc3)c(=O)[nH]c12	3%	-2%
CCOc1ccc(CNC(=O)c2ccc(NC(=O)c3nsc4ccccc34)cc2)cc1	-15%	-8%
COC(=O)c1cc2ccccc2cc1OC(=O)Cc1cc(C(C)=O)ccc1OC	7%	0%
CCN(Cc1cccs1)C(=O)CC1CC2CCC1C2 (configuration not stated)	9%	4%
CCN(CC)C(=O)Oc1ccc2c(=O)c(-c3ccccc3)c(C)oc2c1	-8%	-21%
CCOc1ccccc1NC(=O)N1CCCn2nc(C)cc21	1%	-12%
Cc1ccc(S(=O)(=O)c2cn(CC(=O)Nc3ccccc3)c3cc4c(cc3c2=O)OCO4)cc1	7%	28%

Structures listed so far that contain two or more sulfur atoms (6):
SMILES	UDG counterscr	AID inhibitor
CN(C)S(=O)(=O)c1ccc(CN)s1	-1%	-5%
CCN(Cc1ccccc1)S(=O)(=O)c1ccc(N2CCCCS2(=O)=O)cc1	3%	-18%
Cc1ccc(S(=O)(=O)N2CCC(C(=O)Nc3nc4c(s3)CCCC4)CC2)cc1C	7%	-4%
O=C(CSc1nnnn1C1CCCC1)N1CCN(S(=O)(=O)c2ccc3ccccc3c2)CC1	-5%	-11%
CCN(CC)C(=S)SC(c1ccc2ccccc2c1[N+](=O)[O-])S(=O)(=O)c1ccc(C)cc1 (configuration not stated)	-11%	50%[activator]
Cc1ccc(S(=O)(=O)CC(=O)Nc2nc3c(C)cc(C)cc3s2)cc1	3%	-15%

New compounds follow:
SMILES	UDG counterscr	AID inhibitor
Cc1ccc(NC(=O)COC(=O)CCc2nc3ccccc3s2)c(C)c1	-7%	4%
O=C1CCCCC1OC(=O)C12CC3CC(CC(Cl)(C3)C1)C2 (configuration not stated)	8%	-6%
CCOc1ccc(CCNC(=O)c2ccc(-c3nc(CSc4ccc(C)cc4)c(C)o3)cc2)cc1	0%	4%
CCOc1ccc(Cn2c(CNS(=O)(=O)c3ccc(CC)cc3)nc3cccnc32)cc1	-2%	1%
CC(=O)Nc1ccc(NC(=O)c2csc(NC3CC3)n2)cc1	-12%	-3%
COC(=O)[C@@H](NC(=O)Nc1cccc(C)c1C)C(C)C	-5%	-6%
CCN(CC)C(=O)c1sc2nc(C(C)(C)C)nc(C)c2c1C	-10%	-3%
Cc1nc(SCCOc2ccccc2F)[nH]c(=O)c1Cc1ccccc1	-9%	8%
O=C(Cn1cnc2cc(F)ccc2c1=O)N(C1CC1)C1CCS(=O)(=O)C1 (configuration not stated)	10%	-6%
CCNC(=O)CSc1nnc(-c2ccncc2)n1CC(F)(F)F	-1%	11%
CCc1ccc(NC(=O)c2cc3c([nH]c2=O)CC(C)(C)CC3=O)cc1	50%[activator]	12%
N#CC1(C(=O)Nc2cccc(I)c2)CCCC1	6%	4%

Pulled by structure from the entries so far (three):
SMILES	UDG counterscr	AID inhibitor
CCOc1ccc(Cn2c(CNS(=O)(=O)c3ccc(CC)cc3)nc3cccnc32)cc1	-2%	1%
CCOc1ccc(CCNC(=O)c2ccc(-c3nc(CSc4ccc(C)cc4)c(C)o3)cc2)cc1	0%	4%
CCc1ccc(NC(=O)c2cc3c([nH]c2=O)CC(C)(C)CC3=O)cc1	50%[activator]	12%

Continuation.
SMILES	UDG counterscr	AID inhibitor
O=C(O)c1ccc(CNC2CCCCC2)cc1	-4%	-5%
COc1ccc(C)cc1NC(=O)C1CCC(CNS(=O)(=O)c2ccc3c(c2)CCCC(=O)N3)CC1 (configuration not stated)	-2%	-5%
COc1ccc(C2CC(=O)c3cc(-c4nc(-c5cccc([N+](=O)[O-])c5)cs4)c(=O)n(-c4ccccc4C)c3C2)cc1 (configuration not stated)	-8%	28%
CCOc1cc2sc(N3CCC(C(=O)Nc4ccccc4C(=O)OC)CC3)nc2cc1Br	5%	-2%
COc1ccc(CNC(=O)C(C)Sc2nc(-c3ccccc3)cc(C(F)(F)F)n2)cc1 (configuration not stated)	-10%	-7%
Cc1ccc(C(=O)COc2ccc(C3CCCCC3)cc2)cc1	2%	-4%
OCc1ccc(-c2nc3ccccc3s2)o1	-6%	16%
O=C(Cn1c(=O)n(Cc2ccc(F)cc2)c(=O)c2sccc21)NCc1ccco1	1%	1%
CN(CC(=O)Nc1cccc(F)c1)C(=O)Cc1csc(-c2cccc(Br)c2)n1	-10%	1%
Cc1cc(C)n2nc(SCC(=O)Nc3ccccc3)nc2n1	7%	19%
COC(=O)CC1=C(C)C(=O)CC2C(C)(C)CCC[C@]12C (some centres not stated)	-3%	2%
